HCV core dimer – blocks dimerization of HCV core protein; TR-FRET GST/Flag-core106 dimerization, 1536-well; 0.33% of 300,000 active; inhibition, % at 5 µM;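 active = inhibition above the mean of all tested compounds plus 3 SD, set per screening campaign, cut at about 45% in these data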
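Assay system: Tagged HCV core106 pair (GST and Flag) | Buffer or medium: KF-containing HEPES buffer, pH 7.45, DTT, CHAPS, BSA | Also added: Eu donor and XL665 acceptor anti-tag antibodies | Dosing: One concentration, 5 µM, in 0.5% DMSO | Timing: 4 h at 22.5 °C | Technique: TR-FRET 671 and 617 nm emission | Repeats: Singlicate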
CTSL1 counter – cathepsin L1 inhibition, PFM18AAP counter-screen; recombinant F. hepatica cathepsin L1, Z-Leu-Arg-MCA fluorescence; 0.49% of 300,000 active; inhibition, % at 5.96 µM;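 active = inhibition above the mean of all tested compounds plus 3 SD, set per screening campaign, cut at about 17% in these data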;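 note: 0% = plate median of test compound wells and 100% = 1 µM Z-Phe-Ala-diazomethylketone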
EBNA-1 inh – blocks EBNA-1 binding to DNA; EBNA-1 DNA binding, fluorescence polarization; inhibition, % at 14.8 µM; AID 1950; 0.34% of 300,000 active; in the data active = inhibition above about 28%
Efflux pump inh – blocks antifungal efflux pumps in multiplex yeast assay. S. cerevisiae Candida pump triplex, Nile Red efflux. inhibition, % at 10 µM. 0.44% of 330,000 active;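 active = plate passing quality check with inhibition over a set limit, or well fluorescence over plate mean plus 4 SD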;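 note: Nile Red retained in pooled yeast measured as flow cytometry median fluorescence; 0% = buffer negative control and 100% = Enniatin B positive control; higher means more Nile Red kept so more efflux inhibition; some compounds called inactive have numbers as strong as hits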
ZTA counter – counter-screen for EBNA-1 inhibitors: inhibitors of Epstein-Barr virus ZTA | 0.15% of 320,000 active | ZTA-DNA binding, fluorescence polarization | P03206 | inhibition, % at 11 µM | AID 2234; in the data active = inhibition above about 33%
Target sequence (P03206 whole entry, looked up): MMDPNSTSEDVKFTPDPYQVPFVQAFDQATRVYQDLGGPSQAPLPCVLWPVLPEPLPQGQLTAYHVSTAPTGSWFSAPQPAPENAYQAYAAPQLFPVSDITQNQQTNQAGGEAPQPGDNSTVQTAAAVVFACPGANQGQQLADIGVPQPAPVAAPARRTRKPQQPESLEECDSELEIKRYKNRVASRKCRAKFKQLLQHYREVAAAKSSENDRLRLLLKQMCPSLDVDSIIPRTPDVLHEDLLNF
PP1 inh – PP1-alpha (human) inhibition in PP5 counter-screen | AID 2235 | purified PP1alpha, OMFP fluorescence | 0.9% of 320,000 active | P62136 | inhibition, % at 6.7 µM;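 active = inhibition above the mean inhibition of all tested compounds plus 3 SD, computed separately for each screening campaign, cut at about 15% in these data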
Target sequence (P62136 whole entry, looked up): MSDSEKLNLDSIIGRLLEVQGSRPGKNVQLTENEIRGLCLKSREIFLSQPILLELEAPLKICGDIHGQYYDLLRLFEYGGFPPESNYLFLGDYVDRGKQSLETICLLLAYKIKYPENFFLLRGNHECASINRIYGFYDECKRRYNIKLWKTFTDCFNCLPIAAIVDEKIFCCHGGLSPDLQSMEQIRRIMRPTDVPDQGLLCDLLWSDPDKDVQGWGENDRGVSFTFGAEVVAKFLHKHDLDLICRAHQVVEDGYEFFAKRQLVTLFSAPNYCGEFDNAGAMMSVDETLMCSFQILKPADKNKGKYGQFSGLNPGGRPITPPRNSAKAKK
PP5 inh – inhibitors of human protein phosphatase 5 (PP5). 0.18% of 320,000 active. AID 1987. inhibition, % at 6.7 µM. P53041. purified PP5c, OMFP substrate fluorescence;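 active = inhibition above the campaign's mean inhibition across all tested compounds plus 3 SD, cut at about 9.5% in these data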;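 note: 0% = DMSO only and 100% = 100 µM cantharidin control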
TPT1 inh – C. albicans TPT1 enzyme inhibition | inhibition, % at 5 µM | AID 1962 | 0.81% of 300,000 active | recombinant caTPT1, FP RNA substrate dephosphorylation;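 active = inhibition above the mean of all tested compounds plus 3 SD, set per screening campaign, cut at about 24% in these data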;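 note: plate controls were DMSO alone for no effect and ferristatin control at 100 nM for full effect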
PREPL inh – human PREPL enzyme inhibition; recombinant PREPL, fluorescence polarization activity-based probe; inhibition, % at 5.96 µM; 0.68% of 320,000 active; AID 2751; in the data active = inhibition above about 43%;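 note: 0% = enzyme with DMSO and 100% = wells lacking enzyme; many of its hits are not listed in these tables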
* hit, by the source's call; / = not tested or not shown.

nr	SMILES	PREPL inh	Efflux pump inh	CTSL1 counter	TPT1 inh	ZTA counter
1	CC(C)CN1C(=O)C(=O)N(CC(=O)N2CCC(Cc3ccccc3)CC2)C1=O	17	0.1	-3	-4	-11
2	O=S(=O)(c1cnc[nH]1)N1CCN(C(c2ccc(F)cc2)c2ccc(F)cc2)CC1	-4	-0.2	-1	-2	-5
3	Cc1cccc(OCc2nnc(SCC(=O)Nc3sc(C)c(C)c3C#N)n2C)c1	-7	0.1	-1	-1	3
4	O=C(CCSCCC(=O)NCC1CCCO1)NCC1CCCO1 (stereo not drawn)	-1	-0.2	2	-3	12
5	CC(C)CN1C(=O)c2ccccc2C1(O)Cc1ccccc1 (stereo not drawn)	2	-0.1	-2	-1	-10
6	COc1ccc(NS(=O)(=O)c2ccc(-n3nnc4ccccc43)c([N+](=O)[O-])c2)cc1	1	-0.5	1	-2	-21
7	Cc1ccc(/C=N\NC(=O)CNC(=O)C23CC4CC(CC(C4)C2)C3)o1	0	0.0	-1	0	-5
8	Cc1cccc2nc(CSc3nc4ccc([N+](=O)[O-])cc4[nH]3)cn12	6	0.4	-5	0	-4

nr	EBNA-1 inh	PP5 inh	HCV core dimer	PP1 inh
1	-3	-0.9	2	2
2	-13	1.8	-2	8
3	10	0.2	9	2
4	5	2.5	-4	-1
5	-8	2.0	-5	1
6	2	1.2	4	0
7	1	2.6	-2	-5
8	1	3.8	-2	0

Additional results:
nr	SMILES	PREPL inh	Efflux pump inh	CTSL1 counter	TPT1 inh	ZTA counter
9	O=S(=O)(c1ccc(Cl)c(C(F)(F)F)c1)N1CCN(CC(O)COCC2CCCO2)CC1 (stereo not drawn)	0	0.3	-3	-2	5
10	Cc1ccc2c(C)c(C(=O)Nc3ccc(S(=O)(=O)Nc4onc(C)c4C)cc3)oc2c1	5	-0.4	3	1	14
11	Cc1cc(OC(C)C(=O)N2CCN(c3ccc(F)cc3)CC2)c2c(C)c(C)c(=O)oc2c1 (stereo not drawn)	15	-0.1	4	-1	-13
12	CCC(C)(C(=O)NC1CCCC1)N(Cc1cccs1)C(C)=O (stereo not drawn)	8	0.1	1	-3	1
13	O=C(Nc1cc([N+](=O)[O-])ccc1N1CCCC1)c1ccco1	2	0.0	6	-1	11
14	CCOC(=O)C(NCc1ccccc1OC)(NC(=O)c1ccccc1)C(F)(F)F (stereo not drawn)	-7	0.0	1	-3	-3
15	COc1cc2cc(CCCOC(=O)CCC(=O)O)oc(=O)c2cc1OC	17	-0.1	/	/	4
16	COC(=O)C(CO)NC(=O)C(C)NC(=O)CNC(=O)OCc1ccccc1 (stereo not drawn)	6	0.1	-7	-5	-3

nr	EBNA-1 inh	PP5 inh	HCV core dimer	PP1 inh
9	-15	-3.7	-6	4
10	14	4.8	16	6
11	2	-1.2	6	-1
12	-3	-2.1	-3	-4
13	4	-1.8	3	1
14	-2	1.9	-7	0
15	/	-2.0	/	-1
16	-16	4.7	-3	1

(listing goes on)
nr	SMILES	PREPL inh	Efflux pump inh	CTSL1 counter	TPT1 inh	ZTA counter
17	CC1(C)CC(c2nc(-c3ccc(Cl)cc3)cs2)CCS1 (stereo not drawn)	0	-0.2	-1	0	6
18	O=C(CSc1nnc(CCCO)n1-c1ccccc1)Nc1nccs1	-3	0.0	1	-4	10
19	COc1ccccc1CNS(=O)(=O)c1ccc(-c2cnc(C3CC3)o2)cc1	-14	0.1	1	-3	-10
20	OCCNCCNCc1ccccc1OCc1ccccc1	-81	0.0	0	3	19
21	COc1ccccc1OCc1ccc(C(=O)N2CCN3CCCC3C2)cc1 (stereo not drawn)	3	0.0	-5	-3	7
22	COc1cc(N=c2ssnc2Cl)cc(OC)c1	4	-0.1	0	-2	8
23	O=C(Nc1ccc(Br)cc1)c1cccc(NC(=O)C2C3CC4OC(=O)C2C4C3)c1 (stereo not drawn)	-9	-0.2	-3	2	-6
24	O=C(NCCCn1ccnc1)c1c(F)cccc1F	3	0.1	6	0	5

nr	EBNA-1 inh	PP5 inh	HCV core dimer	PP1 inh
17	8	1.8	1	-1
18	2	-2.0	-2	-6
19	-2	3.8	-5	0
20	-11	1.0	-5	1
21	-2	0.7	3	-3
22	8	0.2	5	-2
23	-5	-0.8	0	-3
24	10	-0.4	-1	-2

An excerpt of these results, in transposed form:
18: O=C(CSc1nnc(CCCO)n1-c1ccccc1)Nc1nccs1
19: COc1ccccc1CNS(=O)(=O)c1ccc(-c2cnc(C3CC3)o2)cc1
20: OCCNCCNCc1ccccc1OCc1ccccc1
21: COc1ccccc1OCc1ccc(C(=O)N2CCN3CCCC3C2)cc1 (stereo not drawn)
22: COc1cc(N=c2ssnc2Cl)cc(OC)c1
23: O=C(Nc1ccc(Br)cc1)c1cccc(NC(=O)C2C3CC4OC(=O)C2C4C3)c1 (stereo not drawn)
24: O=C(NCCCn1ccnc1)c1c(F)cccc1F
Compound	18	19	20	21	22	23	24
PREPL inh	-3	-14	-81	3	4	-9	3
Efflux pump inh	0.0	0.1	0.0	0.0	-0.1	-0.2	0.1
CTSL1 counter	1	1	0	-5	0	-3	6
TPT1 inh	-4	-3	3	-3	-2	2	0
ZTA counter	10	-10	19	7	8	-6	5
EBNA-1 inh	2	-2	-11	-2	8	-5	10
PP5 inh	-2.0	3.8	1.0	0.7	0.2	-0.8	-0.4
HCV core dimer	-2	-5	-5	3	5	0	-1
PP1 inh	-6	0	1	-3	-2	-3	-2

Next compounds:
nr	SMILES	PREPL inh	Efflux pump inh	CTSL1 counter	TPT1 inh	ZTA counter
25	Cc1ccccc1CSCCNC(=O)CN(c1ccc2c(c1)OCO2)S(C)(=O)=O	5	0.0	6	-3	-2
26	CCOc1ncccc1C(=O)OCC(=O)Nc1ncc(C(F)(F)F)cc1Cl	-4	0.2	-10	-1	-23
27	O=C(NCc1ccncc1)c1ccc(NS(=O)(=O)c2cccc([N+](=O)[O-])c2)cc1	1	-0.1	0	-2	-5
28	Cc1ccc(NC(=O)[C@@]2(CC(=O)O)CC(/C=C/c3ccccc3)=NO2)c(C)c1	0	-0.3	-1	0	1
29	CC(C)C(NC(=O)c1ccccc1)C(=O)OCc1cc([N+](=O)[O-])cc2c1OCOC2 (stereo not drawn)	2	-0.1	-1	-1	14
30	COc1cc(C(=O)OCC(=O)Nc2ccc(C)cc2)cc(OC)c1OC	9	-0.2	-1	-1	-6
31	CN(Cc1ccccc1)S(=O)(=O)c1ccc2c(c1)NC(=O)CC(=O)N2	8	0.0	2	-1	12
32	Cc1noc(C)c1CSc1nc2ccccc2n1C	2	0.1	1	1	3

nr	EBNA-1 inh	PP5 inh	HCV core dimer	PP1 inh
25	6	0.4	3	-1
26	-10	2.3	10	-4
27	-1	1.9	-3	0
28	-1	3.5	-3	1
29	7	-1.9	8	-3
30	8	0.1	-4	0
31	8	-1.9	-3	1
32	-13	2.4	-4	-1

(list continues)
nr	SMILES	PREPL inh	Efflux pump inh	CTSL1 counter	TPT1 inh	ZTA counter
33	CCCCSc1nc(C)c(C(C)=O)cc1C#N	3	0.0	3	-2	2
34	O=C(COC(=O)c1ccccc1-c1nc2ccccc2s1)Nc1ccccc1C(F)(F)F	-3	0.4	0	1	-2
35	CC(=O)Nc1ccc(S(=O)(=O)NCC(=O)NCCCc2ccccc2)cc1	5	0.1	-3	2	5
36	Cc1ccnc(NC(=O)C(C)n2cc([N+](=O)[O-])cn2)c1 (stereo not drawn)	22	-0.1	0	-3	6
37	COc1ccccc1N1CCN(CCCNC(=O)C2CCCN(c3ncnc4c3nc3n4CCCCC3)C2)CC1 (stereo not drawn)	19	0.0	0	-3	11
38	CCN(CC)S(=O)(=O)c1cc([N+](=O)[O-])ccc1NNC(=O)Nc1ccc(Cl)c(Cl)c1	17	0.2	0	1	1
39	CC1(c2ccc(OC(F)F)cc2)NC(=O)N(CC(=O)Nc2ccc(N3CCCCC3)cc2)C1=O (stereo not drawn)	16	0.2	4	-2	-3
40	Cc1ccc(CCNC(=O)CCS(=O)(=O)c2cc3c(cc2C)NC(=O)CO3)cc1	-4	-0.1	-5	-4	-8

nr	EBNA-1 inh	PP5 inh	HCV core dimer	PP1 inh
33	7	0.3	2	5
34	-13	4.3	4	1
35	11	-2.3	0	-3
36	2	-1.3	-5	-1
37	2	-2.6	-1	-4
38	-8	8.0	34	13
39	0	1.6	-4	1
40	-3	2.3	8	-7

Next section:
nr	SMILES	PREPL inh	Efflux pump inh	CTSL1 counter	TPT1 inh	ZTA counter
41	O=C(O)CN1C(=O)C2C3CC(C2C1=O)C1C(c2ccccc2)c2sc(=O)[nH]c2SC31 (stereo not drawn)	5	0.0	5	-4	10
42	CC1SC(C)C(=O)N(CC(=O)Nc2ccc([N+](=O)[O-])cc2)C1=O (stereo not drawn)	8	0.0	6	-1	2
43	O=C(CN1C(=O)c2cccc3cccc(c23)C1=O)NCCCO	-7	0.1	1	4	14
44	COc1cc(OC)c(C(=O)COc2ncnc3ccccc23)c(OC)c1	4	-0.1	-7	-2	-10
45	CN1CCN(S(=O)(=O)c2ccc(NC(=O)Cc3ccc([N+](=O)[O-])cc3)cc2)CC1	16	-0.9	0	1	-11
46	COc1ccccc1C1CCCN1Cc1nc(-c2cc3c(cc2Cl)OCO3)oc1C (stereo not drawn)	14	0.1	1	1	-6
47	Cc1ccc(CNC(=S)Nc2ccc(OC(F)F)cc2C)cc1	-11	-0.1	1	-2	8
48	N#C/C(=C\c1ccc(OCc2ccc(C(=O)O)cc2)cc1)C(=O)NCc1ccccc1	-7	0.0	-9	-1	17
49	c1ccc(CNc2ncnc3sc4c(c23)CCCC4)nc1	0	-0.1	-2	0	4
50	COC(=O)/C=C/S(=O)(=O)c1ccc(NC(C)=O)cc1	5	-0.1	1	0	-8
51	Cn1c(SCC(=O)NCc2ccc3c(c2)OCO3)nc2c(c1=O)SCC2	1	0.0	2	2	5

nr	EBNA-1 inh	PP5 inh	HCV core dimer	PP1 inh
41	4	2.0	3	-1
42	-2	-0.2	-2	-1
43	7	1.2	0	-3
44	-9	0.9	-7	0
45	1	0.1	-1	1
46	-6	2.3	-2	5
47	9	3.2	6	1
48	18	-0.9	23	2
49	3	0.9	-2	4
50	-1	1.2	3	2
51	-4	2.9	10	2

Source: PubChem BioAssay

This is a subset, so the mix of outcomes need not match the whole.
